High-throughput results deposited in PubChem BioAssay by National Center for Advancing Translational Sciences (NCATS).
Abeta yeast res: qHTS for compounds that reverse cellular toxicity of Amyloid beta (A-beta) peptide in yeast: Primary Screen | Potency, µM (series often up to 46.1 µM), for the others: at the top dose growth rescue, actives largely listed as activators | actives 0.063% (n = 410,000) | yeast expressing A-beta42, growth rescue, OD600, 48 h; response scale: 0% DMSO, 100% iron-clioquinol control; further: potency means the concentration at half of the fitted maximal effect; nearly all actives have a fitted effect of over 55% in size
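Growth rescue measured by 600 nm absorbance after 48 h yeast culture at 30 C with compound. Values normalized between DMSO and an equimolar ferric chloride plus clioquinol control.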
IL-2 act: qHTS of IL-2 Activators. IL-2 activation reporter assay, cell-based qHTS; stimulated with anti-CD3/CD4/CD28 beads; in transgenic mouse T cells. activation, % (series mostly up to about 46 µM). actives 0.065% (n = 360,000). AID 652025, 2013; in the data active means activation above about 50%; inconclusive means mostly about 30% to 49%; further: 0% is about no effect
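Readout: EGFP and DsRed signals by fluorescent plate cytometry. Unstimulated transgenic mouse T cells received compound 60 min before antibody-bead stimulation, then incubated 18 h at 37 degrees C.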
EPAC1 antag: qHTS for Antagonist of cAMP-regulated guanine nucleotide exchange factor 3 (EPAC1): primary screen | Rap guanine nucleotide exchange factor 3 (Homo sapiens), O95398 | EPAC1 GEF assay, Rap1b-BODIPY-GDP exchange fluorescence | Potency, µM (doses to about 115 µM), for inactives: top-dose activity change, negative = inhibition, usual class: inhibitors | actives 0.14% (n = 360,000);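 further: potency means the concentration at half of the fitted maximal effect; plate controls were vehicle for no effect and positive control for full effect; nearly all actives have a fitted effect of over 50% in size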
FUS yeast rescue: qHTS for Suppressors of FUS Proteinopathy: Primary screen using FUS-linked yeast assay. Potency, µM (titrated, usually from 76.6 µM), without a hit: at the highest dose growth rescue (activation), usual class: activators. actives 0.24% (n = 390,000). AID 1347120, 2019. S. cerevisiae FUS-expressing, growth rescue, OD600, 24 h;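 further: potency means the concentration at half of the fitted maximal effect; plate controls were DMSO vehicle for no effect and reference control for full effect; nearly all actives have a fitted effect of over 55% in size; some results filed as inactive show a strong effect at the top dose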
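FUS-expressing yeast, raffinose-pregrown, induced in 2% galactose minimal medium at OD 0.005; compounds in a dilution series, 24hr at 30C. Growth restoration read as absorbance at 600 nm. CP55940 positive control, DMSO negative.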
aSyn yeast inh: qHTS of alpha-syn Inhibitors. Yeast expressing alpha-synuclein, growth rescue, BacTiter-Glo, 24 h. Potency, µM (top dose mostly 46.1 µM), for inactives: at the top dose growth rescue (activation), actives largely listed as activators. actives 0.14% (n = 370,000). AID 652106, 2013; further: potency means the concentration at half of the fitted maximal effect; % of control where 0% means no effect; nearly all actives have a fitted effect of over 65% in size
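Screening used galactose-induced yeast with toxic alpha-synuclein levels, exposed to compound for 24 hr at 30 deg C. Cell growth, read with BacTiter-Glo luminescence, gave the measured signal.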
PLK1 PBD block: qHTS for Inhibitors of PLK1-PDB (polo-like kinase 1 - polo-box domain): Primary Screen | AID 720504, 2013 | Potency, µM, for the others: max response, negative = inhibition, actives largely listed as inhibitors | Serine/threonine-protein kinase PLK1 (Homo sapiens), P53350 | Plk1 PBD binding of FITC phosphopeptide, fluorescence polarization | actives 2.8% (n = 360,000); further: potency means the concentration at half of the fitted maximal effect; series mostly up to about 57 µM; on the % scale 0 is the no-effect control and ±100 the full control effect; nearly all actives have a fitted effect of over 65% in size
Target sequence (P53350 whole entry, looked up, the tested form may be a part): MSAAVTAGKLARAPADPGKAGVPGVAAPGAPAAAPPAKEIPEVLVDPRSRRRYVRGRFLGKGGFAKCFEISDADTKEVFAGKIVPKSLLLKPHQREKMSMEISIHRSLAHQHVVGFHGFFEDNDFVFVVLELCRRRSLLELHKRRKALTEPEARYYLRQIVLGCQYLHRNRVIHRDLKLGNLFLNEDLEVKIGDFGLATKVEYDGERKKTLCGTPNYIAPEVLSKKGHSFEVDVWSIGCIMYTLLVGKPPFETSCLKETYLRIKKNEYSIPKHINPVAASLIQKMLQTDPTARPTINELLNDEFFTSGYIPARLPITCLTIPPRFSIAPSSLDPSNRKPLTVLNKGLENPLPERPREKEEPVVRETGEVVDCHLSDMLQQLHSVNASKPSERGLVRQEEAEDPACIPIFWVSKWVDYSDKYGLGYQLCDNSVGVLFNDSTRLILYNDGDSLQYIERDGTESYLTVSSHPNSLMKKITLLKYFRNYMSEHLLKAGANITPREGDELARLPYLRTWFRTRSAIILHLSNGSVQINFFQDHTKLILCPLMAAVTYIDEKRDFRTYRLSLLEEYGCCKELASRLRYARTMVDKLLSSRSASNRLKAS
EPAC1 ag: qHTS for Agonist of cAMP-regulated guanine nucleotide exchange factor 3 (EPAC1): primary screen; EPAC1 agonist qHTS, biochemical assay; response scale: 100% = response to 6.5 mM cAMP; Rap guanine nucleotide exchange factor 3 (Homo sapiens), O95398; actives 0.073% (n = 360,000); Potency, µM (top dose mostly 154 µM), for inactives: at the highest dose activation, actives largely listed as activators; further: potency means the concentration at half of the fitted maximal effect; nearly all actives have a fitted effect of over 60% in size
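Compounds were pinned as a concentration titration into mixtures of EPAC1 (100 nM), BODIPY-GDP-loaded Rap1B (250 nM) and GDP (50 uM). After 5 min at room temperature, fluorescence was followed for 30 min; activity was scaled to 6.5 mM cAMP.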
WRN helicase inh: qHTS for Inhibitors of WRN Helicase; Bifunctional 3'-5' exonuclease/ATP-dependent helicase WRN (Homo sapiens), Q14191; actives 0.46% (n = 360,000); WRN helicase unwinding, fluorescent forked duplex, kinetic; AID 651768, 2012; Potency, µM (series often up to 114 µM), without a hit: at the highest dose activity change, negative = inhibition, actives largely listed as inhibitors; further: potency means the concentration at half of the fitted maximal effect; on the % scale 0 is the no-effect control and ±100 the full control effect; nearly all actives have a fitted effect of over 55% in size
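Primary qHTS, 1536-well format. 20 nM WRN + compound, 15 min RT; start with 100 nM forked fluorophore/quencher duplex, 2 mM ATP (final); kinetic read ex 525/em 598 nm.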
PI5P4Ka inh: qHTS for Inhibitors of phosphatidylinositol 5-phosphate 4-kinase (PI5P4K); Phosphatidylinositol 5-phosphate 4-kinase type-2 alpha (Homo sapiens), P48426; PI5P4Kalpha enzyme, ADP-Glo luminescence, 60 min; active compounds read low; max response, %; actives 1.2% (n = 330,000); active means max response of -50% or lower; inconclusive means between -30% and -50%; inactive means -30% or higher; further: value at the top dose of about 77 µM; on the % scale 0 is the no-effect control and ±100 the full control effect
Target sequence (P48426 whole entry, looked up): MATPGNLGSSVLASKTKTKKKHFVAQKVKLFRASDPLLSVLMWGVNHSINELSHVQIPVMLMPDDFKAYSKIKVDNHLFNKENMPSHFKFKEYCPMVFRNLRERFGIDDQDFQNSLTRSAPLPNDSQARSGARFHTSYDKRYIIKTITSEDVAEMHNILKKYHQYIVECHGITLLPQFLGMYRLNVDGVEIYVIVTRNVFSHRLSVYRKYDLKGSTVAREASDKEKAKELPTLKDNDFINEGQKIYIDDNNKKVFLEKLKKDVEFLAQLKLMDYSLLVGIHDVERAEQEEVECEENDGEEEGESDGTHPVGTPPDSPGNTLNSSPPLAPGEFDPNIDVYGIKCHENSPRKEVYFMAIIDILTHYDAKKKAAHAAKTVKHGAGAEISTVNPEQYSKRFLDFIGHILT
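Enzyme plus substrate dispensed, test compounds pinned in, then ATP (5 microM final) added. After 60 min at RT, ADP-Glo reagent 1 for 45 min and reagent 2 for 30 min preceded luminescence imaging.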
Starred values were filed as active, the others as inactive; ? = inconclusive; nt = not tested or not shown; & = joins results of further samples; [ ] = dose if it differs, or a comment. Unless noted, the call rests on the fitted dose curve; in most records, active means well fitted curve in the direction sought with a large enough effect; inconclusive means small, poorly fitted or top-dose-only effect, or another doubt; inactive means no such curve, though single readings can be large; an effect the other way counts as inactive or inconclusive.

item | SMILES | Abeta yeast res | IL-2 act | EPAC1 antag | FUS yeast rescue | aSyn yeast inh | PLK1 PBD block | EPAC1 ag | WRN helicase inh | PI5P4Ka inh
1 | COC(=O)c1sccc1NC(=S)Nc1ccccc1 | 6.3% | 1.8 | 23.1% | nt | 1.9% | -8.4% | -2.8% | 5.8% | 5.4
2 | Cn1ccsc1=NC(=O)c1cccc(C#N)c1 | -3.7% | 0.3 | 22.2% | 4.2% | 4.5% | 0.5% | 0.3% | 2.0% | -1.5
3 | Cc1ccc2nc(/C(C#N)=C\c3cc(O)ccc3[N+](=O)[O-])[nH]c2c1 | -17.1% | 0.5 | -1.5% | 1.6% | -2.3% | 23.8µM* | 1.3% | 3.1%[57.1 µM] | ?
4 | CCC(CO)Oc1cc(NC(=O)c2ccccc2)c2ncn(C(C)C)c2c1 (stereo not drawn) | 0.8% | 0.2 | -14.8% | -1.2% | 1.3% | 6.3% | 3.2% | 1.9% | -7.1
5 | CCc1ccc(N(C(=O)c2csnn2)C(C(=O)NC2CCCCC2)c2ccncc2)cc1 (stereo not drawn) | 2.8% | 0.4 | -8.5% | 12.9% | -1.4% | -3.6% | 4.6% | 4.7% | -0.3
6 | C[C@H]1CN([C@@H](C)CO)C(=O)c2cccc(NC(=O)c3ccncc3)c2O[C@H]1CN(C)C(=O)Nc1ccccc1 | 3.1% | 2.1 | -5.3% | 7.3% | 0.7% | -26.6% | -4.1% | -7.2% | -8.0
7 | CCCCS(=O)(=O)Nc1ccc2ncn(C)c(=O)c2c1 | 3.5% | 1.6 | -10.1% | 16.3% | -4.9% | -6.1% | -3.0% | -2.3% | nt
8 | CN(C)C(=O)c1cn(-c2ccccc2)c(=O)c2ccccc12 | 19.0% | -1.5 | -14.6% | 1.8% | -4.7% | -7.4% | 5.9% | -9.1% | 0.5
9 | CNC(=O)[C@H](C)[C@@H]1C[C@@]1(C)[C@@H](NC(=O)OCc1ccccc1)c1ccccc1 | -6.1% | -3.6 | -0.9% | 16.7% | -2.0% | -14.7% | -1.3% | 3.4% | -0.5
10 | Cc1oc(CN2CCOCC2)cc1C(=O)O | -4.0% | -2.0 | 8.2% | -5.9% | 5.8% | ? | -2.8% | 9.0% | -1.5
11 | COC(=O)[C@]12CCCCC=C1N(Cc1ccc(Cl)cc1Cl)C(=O)[C@H](CC(=O)NCCc1ccccc1OC)C2 | 18.7% | -0.7 | -9.5% | ? | 18.9% | 2.0% | 5.2% | -2.8% | 21.2
12 | Cc1ccc2nc(SCC3CCCCO3)[nH]c2c1 (stereo not drawn) | -14.7% | 0.5 | -9.2% | 6.4% | 10.6% | -19.3% | 2.4% | -10.1% | 1.7
13 | Cn1nc(C(=O)N2CCN(c3cccc(Cl)c3)CC2)c2c1-c1ccccc1S(=O)(=O)C2 | 10.0%&14.6% | -1.2 | 0.2% | ? | 3.4% | -6.5% | 4.6% | 0.1% | -4.3
14 | COc1ccc(OCCN2C(=O)c3ccccc3C2=O)c([N+](=O)[O-])c1 | -24.0% | -1.5 | -6.2% | -4.2% | 11.7% | -6.2% | 5.7% | -4.9% | -2.3
15 | Cc1ccc(COc2coc(CN3CCN(C(=O)c4ccco4)CC3)cc2=O)cc1 | 20.1% | -2.5 | -1.0% | -3.0% | -2.6% | -4.5% | 4.9% | 1.5% | -4.7
16 | COCCn1c(SCC(=O)NCCc2ccccc2)nc2c([nH]c3ccccc32)c1=O | -5.9% | 0.1 | -10.5% | -2.3% | 1.7% | -4.9% | -4.2% | -2.1% | -1.8
17 | O=C(CSc1ncccc1-c1nc2ccccc2[nH]1)NCc1ccco1 | -7.7% | -1.8 | 0.5% | ? | -3.2% | 18.9µM* | 6.8% | ? | nt
18 | CNc1nc(-c2ccc3c(c2)CCN3C(=O)c2ccccc2C)cs1 | 5.5% | -2.0 | 6.9% | 41.8% | -8.2% | ? | 1.4% | -8.5% | -0.9
19 | CC(C)CN(Cc1cc(=O)oc2cc3c(cc12)CCCC3)CC(C)C | ? | -1.1 | 1.0% | -4.5% | 7.0% | -6.0% | 7.7% | -3.9% | -3.4
20 | O=C(O)Cc1sc(-c2ccccc2)nc1-c1cccs1 | 9.1% | -3.5 | -3.0% | 14.1% | 14.1% | -7.4% | -13.1% | -11.8% | -0.7
21 | CCOC(CCNC(=O)c1cn(CCOC)c(=O)c2c1c1ccccc1n2C)OCC | -16.6% | 3.3 | -22.3% | 5.6% | 4.5% | 6.1% | 8.8% | -5.9% | -0.4
22 | CC(C)(C)NC(=O)CSc1nnc(-c2ccncc2)n1Cc1ccccc1 | 5.0% | 5.0 | 4.8% | 10.1% | -3.9% | -4.2% | 4.4% | 1.9% | 0.0
23 | CC(C)c1nnc(NC(=O)CCC(=O)N2CCN(c3ccc(Cl)cc3)CC2)s1 | 0.9% | -4.0 | -5.7% | 16.7% | 2.7% | -8.4% | 1.3% | -1.3% | 3.2
24 | CCOC(=O)[C@]12CCCC=C1N(CCC1=CCCCC1)C(=O)[C@H](CC(=O)NCC1CCCCC1)C2 | 15.0% | 0.3 | -6.3% | ? | -7.1% | -7.9% | 3.9% | -3.7% | 1.2
25 | Cc1cc(C)n2nc(C)c(-c3ccc(Cl)cc3)c2n1 | -31.3%[inhibitor] | -0.1 | 3.0% | 0.1% | -11.6% | -12.5% | 15.3% | -0.2% | 4.6
26 | O=C(c1ccc(F)cc1)N1CCCN(c2nc(-c3ccccc3)ns2)CC1 | 15.7% | -0.3 | ? | 21.4% | 0.3% | -5.3% | 13.5% | -1.2% | 2.5
27 | COCCN(CCOC)C(=O)CC(=O)N(CCOC)CCOC | 16.7% | -1.8 | 7.9% | 17.7% | 5.5% | 1.0% | -1.8% | 7.5% | nt
28 | O=C(CCNC(=O)c1ccc([N+](=O)[O-])cc1)Nc1cccc(S(=O)(=O)N2CCCCCC2)c1 | -4.9% | -0.8 | -32.0% | 26.8% | -1.2% | -8.6% | 2.5% | -5.2% | 3.0
29 | O=C(Nc1cc(-c2ccccc2)nn1C1CCCCC1)c1ccc(Cl)cc1 | -10.3% | -0.7 | -33.4% | -12.6% | -2.1% | -14.5% | -9.5% | -5.2% | 0.8
30 | Cc1ccnc(NC(=O)c2cccc(S(=O)(=O)N3CCCC3)c2)c1 | 8.4% | -2.3 | -1.6% | -11.7% | -18.5% | -4.7% | -4.4% | 2.0% | 0.2
31 | CC1CCCCC12NC(=O)N(CC(=O)OCC(=O)NCc1ccc(F)cc1)C2=O (stereo not drawn) | 13.0% | 0.3 | 7.2% | -19.5% | 4.5% | -1.7% | 1.4% | 10.6% | 1.3
32 | CN1/C(=C\C(=O)COC(=O)c2ccccc2O)C(C)(C)c2ccccc21 | 15.4% | -2.7 | -1.2% | 2.5% | -26.5% | -1.4% | 21.8% | -20.9% | 13.2
33 | Cc1cc(C)cc(NC(=O)CSc2nc3nc(C)cc(C)c3c(=O)[nH]2)c1 | -2.7% | -0.1 | -12.1% | 12.5% | -2.0% | -28.1% | -5.1% | -0.3% | -2.7
34 | Cc1ccc(N(CC(=O)NC2CCCCC2)C(=O)CNC(=O)c2ccco2)cc1F | 4.0% | 3.9 | -0.8% | 24.9% | -5.2% | -3.7% | 7.1% | 2.2% | 1.6
35 | COc1cc(NC(=O)CN2C(=O)c3ccccc3Sc3ccc(C(=O)N4CCOCC4)cc32)cc(OC)c1OC | -13.0% | -0.6 | -3.9% | 13.3% | -4.5% | -4.5% | -9.0% | -3.0% | 1.2
36 | COC(=O)c1cn(-c2nc(C)c3c(n2)CCC3)nn1 | -12.5% | -0.2 | 1.7% | -12.3% | -5.8% | -4.1% | -2.8% | 8.6% | -4.3
37 | COc1cccc(C(=O)COc2ccccc2-c2ccccc2)c1 | 6.2% | -3.8 | -8.1% | 0.3% | -2.2% | 0.3% | -0.1% | -1.8% | 0.0
38 | CCOc1ccc(S(=O)(=O)N/N=C2/CC(c3ccccc3)Oc3ccccc32)cc1 (stereo not drawn) | 30.4% | -3.3 | 0.0% | 15.5% | 1.9% | -11.6% | 7.5% | -0.2% | 0.9
39 | COC(=O)c1c(N(S(C)(=O)=O)S(C)(=O)=O)sc2c1CCN(c1ncc(C(F)(F)F)cc1Cl)C2 | 0.2% | 0.7 | ? | 36.9% | 7.4% | -0.5% | -1.4% | -28.2% | 3.9
40 | CCCCN(CC)S(=O)(=O)c1ccc2c(c1)n(C)c(=O)c(=O)n2C | nt | -0.2 | -8.7% | -17.3% | -3.2% | -11.7% | 5.2% | 1.6% | -3.3
41 | O=C(/C=C/NNC(=O)c1ccc(Br)cc1)c1ccccc1 | 9.2% | -0.1 | 14.7% | ? | 2.8% | -9.9% | -12.1% | -1.7% | -6.1
42 | Cc1ccc(N/C(N)=N/c2nc(CSc3ccc(C)cc3)cc(=O)[nH]2)cc1 | -30.0% | -0.2 | -1.4% | nt | -6.6% | 1.8% | -3.3% | 3.5% | -0.3
43 | O=C(Nc1ncccn1)c1cccc(F)c1 | -0.6% | -0.5 | ? | -30.7% | -6.2% | -13.5% | 3.1% | -1.0% | 3.8
